From PubChem BioAssay
Mito fusion act – inhibitors of mitochondrial division or activators of mitochondrial fusion; S. cerevisiae fusion-defective mutant growth rescue, CellTiterGlo 48 h; Potency, µM (top dose mostly 46.1 µM), without a hit: at the highest dose growth rescue (activation), actives largely listed as activators; hit rate 0.23% among 320,000;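 also: potency is read from the fitted curve at half-maximal effect; % of control where 0% means no effect; nearly all actives have a fitted effect of over 45% in size; temperature-sensitive fusion mutants such as fzo1-1 at 37 °C on non-fermentable ethanol glycerol medium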
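Compounds are tested for their ability to restore growth of mitochondrial fusion-defective yeast strains at non-permissive 37C in YPEG medium over 48 hours. Viability is quantified by luciferase luminescence.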
ELG1 DNA repair – inhibitors of ELG1-dependent DNA repair in HEK293T cells; HEK293T ELG1-luciferase reporter, luminescence, 16 h; DNA damage induced by 5-fluorouridine; Potency, µM (highest dose often 46.1 µM), for inactives: top-dose activity change, negative = inhibition, hits mostly inhibitors; hit rate 2.3% among 330,000; AID 504467; also: potency is read from the fitted curve at half-maximal effect; % is scaled to controls: 0 for no effect and ±100 for the full control effect; nearly all actives have a fitted effect of over 55% in size
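5-Fluorouridine DNA damage + compound/DMSO, 2,000 cells/well, 16 h, 37 °C/5% CO2. ONE-Glo, 30 min RT, luminescence. Readout = decrease in reporter signal.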
TRPV1 ag – human TRPV1 agonism; activation, % at 8.33 µM; TRPV1-expressing cells, Fluo-8 calcium influx, agonist mode; hit rate 0.19% among 320,000; Q8NER1; in the data active = activation above about 80%; inconclusive = between about 30% and that limit; also: 0% is about no effect
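TRPV1-expressing cells were cultured overnight at 35.5C and loaded with Fluo-8 calcium dye for 40 to 90 min at room temperature. After a 10 s baseline, compound was added and calcium influx was read kinetically for 3 min (ex 480/em 520 nm).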
KCNH2 3.1 block – blocks the human KCNH2 3.1 channel isoform. AID 720553. activity change, % (tested at about 1.8 µM). U2OS KCNH2 3.1, thallium flux FluxOr; hits give low values. hit rate 0.95% among 340,000;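 active = maximum activity change below -70%; inconclusive = maximum activity change from -70% to -50%; inactive = maximum activity change above -50%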;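 also: thallium influx rate constant from kinetic fluorescence after stimulation buffer; % is scaled to controls: 0 for no effect and ±100 for the full control effect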
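Measured as rate of thallium-driven FluxOr signal in transduced U2OS cells carrying the 3.1 channel, read kinetically for 2 min upon stimulation; values are rate constants scaled to DMSO control wells.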
KCNH2 WT inh – inhibitors of human wildtype KCNH2 potassium channel; AID 720551; activity change, % at 1.84 µM; hit rate 0.37% among 340,000; Q12809; U2OS, BacMam KCNH2, thallium flux FluxOr; hits give low values;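 active = maximum activity change below -70%; inconclusive = maximum activity change between -70% and -50%; inactive = maximum activity change above -50%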; also: % is scaled to controls: 0 for no effect and ±100 for the full control effect
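U2OS cells transduced with wild-type KCNH2 virus are loaded with FluxOr dye for 45 min, and thallium flux is measured in kinetic reads before and after stimulation buffer. Rate constants are normalized to DMSO controls.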
TSHR antag – blocks TSH signaling through the human TSH receptor. TSHR-expressing cells, TSH-stimulated cAMP HTRF, 2 h; hits give low values. hit rate 0.2% among 330,000. P16473. activity change, negative = inhibition, % at 11.5 µM;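 active = activity change below a set negative limit, meaning inhibition stronger than a set level, cut at about -70% in these data; inconclusive = activity change between two set negative limits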; also: % is scaled to controls: 0 for no effect and ±100 for the full control effect
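Read-out is FRET at 665 nm (cryptate excitation 337 nm) from a cryptate-tagged anti-cAMP antibody, competed by cell cAMP against cAMP-d2. Compounds are tested on freshly harvested TSHR cells challenged with 4nM TSH (EC80) for 2 hours at 37 deg C.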
A-T KAP1 phos – potential ataxia-telangiectasia treatment. hit rate 0.19% among 320,000. […] A-T fibroblasts, KAP-1 phosphorylation AlphaLISA; neocarzinostatin DNA damage 30 min before lysis. Potency, µM (doses to about 57.5 µM), without a hit: at the top dose activation, usual class: activators; also: potency is read from the fitted curve at half-maximal effect; % of control where 0% means no effect; nearly all actives have a fitted effect of over 45% in size
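hTERT-immortalized A-T patient fibroblasts ([…]), 500 cells/well in OPTI-MEM, 1% FBS, got compounds for 60 min, then NCS for 30 min at 37C. Lysates were then assayed for phospho-KAP-1 by AlphaLISA (anti-pKAP1 donor, anti-KAP1 acceptor beads), 6 hr at 25C.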
USP2a inh – USP2a (human) protease inhibition; AID 463254; O75604; hit rate 0.01% among 330,000; Potency, µM (highest dose often 38.3 µM), inactives show at the top dose activity change, negative = inhibition, hits mostly inhibitors; USP2 core, Ub-CHOP2 coupled fluorogenic reporter, 485/531;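 also: potency is read from the fitted curve at half-maximal effect; plate controls were DMSO wells for no effect and full inhibition by NEM control for full effect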
Target sequence (O75604 whole entry, looked up): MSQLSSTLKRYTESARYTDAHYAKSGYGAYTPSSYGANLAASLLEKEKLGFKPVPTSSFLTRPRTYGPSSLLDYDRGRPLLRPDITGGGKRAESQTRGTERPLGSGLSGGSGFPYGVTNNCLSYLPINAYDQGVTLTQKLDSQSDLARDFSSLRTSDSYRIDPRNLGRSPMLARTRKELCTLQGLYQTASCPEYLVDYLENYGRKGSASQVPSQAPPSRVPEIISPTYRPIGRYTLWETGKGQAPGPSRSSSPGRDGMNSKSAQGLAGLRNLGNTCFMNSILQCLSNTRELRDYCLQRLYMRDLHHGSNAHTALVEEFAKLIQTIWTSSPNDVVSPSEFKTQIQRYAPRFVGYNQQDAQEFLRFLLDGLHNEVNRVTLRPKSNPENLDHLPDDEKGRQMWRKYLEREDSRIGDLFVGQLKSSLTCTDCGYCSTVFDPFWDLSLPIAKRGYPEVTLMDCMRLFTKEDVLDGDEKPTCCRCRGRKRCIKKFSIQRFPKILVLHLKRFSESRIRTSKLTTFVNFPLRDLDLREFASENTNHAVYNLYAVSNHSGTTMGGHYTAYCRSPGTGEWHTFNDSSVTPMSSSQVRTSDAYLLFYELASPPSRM
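Cell-free coupled assay: 10nM USP2 core preincubated 30min RT with compound in Tris-HCl pH 8.0/CaCl2/CHAPS buffer, then 25nM Ub-CHOP2 and 25nM reporter substrate; fluorescence (Ex 485/Em 531) read after 60min RT, normalized to NEM inhibition, concentration-response curves fitted.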
TCR act – activates T cell receptor signaling. Potency, µM (top dose mostly 9.22 µM), inactives show at the highest dose activation of IL-2 secretion, actives largely listed as activators. primary human leukocytes, anti-CD3, IL-2 HTRF, 48 h. AID 504894. 330,000 tested, under 10 active; also: % of control where 0% means no effect
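Compounds are tested in HTS on primary human leukocytes co-incubated with a-CD3 beads for 48 hr. IL-2 output is measured by time-resolved FRET.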
Eya2 phos inh – Eya2 (human) phosphatase inhibition; O00167; recombinant Eya2, OMFP fluorescence dephosphorylation (OMFP is methylfluorescein phosphate); Potency, µM (doses to about 76.9 µM), for the others: at the top dose activity, negative = inhibition, hits mostly inhibitors; hit rate 0.006% among 330,000; AID 488837; also: potency is read from the fitted curve at half-maximal effect; % is scaled to controls: 0 for no effect and ±100 for the full control effect
Target sequence (O00167 whole entry, looked up): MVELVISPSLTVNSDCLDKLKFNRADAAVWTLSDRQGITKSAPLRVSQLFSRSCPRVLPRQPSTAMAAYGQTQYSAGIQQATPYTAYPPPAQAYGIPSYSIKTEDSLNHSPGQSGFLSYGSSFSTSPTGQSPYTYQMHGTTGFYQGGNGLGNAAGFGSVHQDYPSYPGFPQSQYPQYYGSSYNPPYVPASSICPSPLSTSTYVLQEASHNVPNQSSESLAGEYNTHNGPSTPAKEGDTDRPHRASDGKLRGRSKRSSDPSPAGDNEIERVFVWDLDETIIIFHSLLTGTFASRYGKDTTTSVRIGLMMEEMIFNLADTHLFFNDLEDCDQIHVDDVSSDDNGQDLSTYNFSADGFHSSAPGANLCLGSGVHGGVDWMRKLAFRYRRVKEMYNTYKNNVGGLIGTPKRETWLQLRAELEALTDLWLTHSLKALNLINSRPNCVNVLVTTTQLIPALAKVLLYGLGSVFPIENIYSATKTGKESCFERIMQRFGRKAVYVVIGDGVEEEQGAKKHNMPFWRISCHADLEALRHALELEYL
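Eya2 protein (added as 0.2 uM solution) was preincubated with compound for 10 min at ambient temperature in 50 mM HEPES pH 7.5, 50 mM NaCl, 5 uM MgCl2, 0.05% BSA, 1 mM DTT. OMFP (added at 50 uM) then reacted 10 min; fluorescence read at 485/525 nm.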
The depositor's hits bear a star; i = inactive; ? = inconclusive; / = not tested or not shown; & = joins results of further samples; [ ] = remark or other dose. Unless noted, calls follow the shape of the dose curve; as a rule, active = well fitted curve in the direction sought with a large enough effect; inconclusive = small, poorly fitted or top-dose-only effect, or another doubt; inactive = no such curve, though single readings can be large; an effect the other way counts as inactive or inconclusive. Only part of the results is shown; count on the stated rates, not on these rows.

Fields – Mito fusion act	ELG1 DNA repair	TRPV1 ag	KCNH2 3.1 block	KCNH2 WT inh	TSHR antag	A-T KAP1 phos	USP2a inh	TCR act	Eya2 phos inh
- CCN(C[C@H]1N[C@@](C)(C(=O)OC)[C@H]2C(=O)N(C)C(=O)[C@@H]12)S(=O)(=O)c1ccccc1
  /	3%	/	-4	19	-3	23%	1%	6%	-15%
- CCC1(C)OCC(Cn2c3ccccc3c3ccccc32)O1 (centres undefined)
  19%	-23%	-2	/	/	-14	18%	3%	8%[46.1 µM]	-2%
- COc1cccc(OC(=O)c2cc3ccccc3oc2=O)c1
  1%	-27%	10	8	-18	-3	-2%	0%	8%	2%
- Cc1ccc(-c2nnc(-c3cc(C)on3)o2)cc1
  -2%	?	?	16	0	-4	2%	-1%	5%	-13%
- CCCC(=O)C1=C(O)C(C(=O)OC)C(C)(C)CC1=N (centres undefined)
  2%	9%	2	/	1	8	0%	-1%	-2%	1%
- COc1cc2c(c(OC)c1)C(c1ccncc1)CC(=O)N2 (centres undefined)
  2%	?	1	14	-3	-4	6%	0%	-3%	-3%
- Nc1ccn(Cc2cccc(Cl)c2)n1
  5%	12%	2	-1	6	-4	5%	0%	4%	-9%
- Cc1ccccc1CC(=O)NC1CCN(C)CC1
  -3%	-9%	2	-22	1	1	-3%	1%	-4%	6%
- CS(=O)(=O)NN1C(=O)c2ccccc2NC1c1c[nH]c2ccccc12 (centres undefined)
  -6%	-1%	-2	10	19	2	3%	9%	2%[46.1 µM]	-7%
- COCCn1c(SCC(=O)Nc2cc(C)cc(C)c2)nnc1C(C)C
  -1%	-4%	-2	10	13	6	-6%	0%	1%	-4%
- Cc1ccc(S(=O)(=O)N2CCCCC2)cc1NC(=O)CNCc1ccco1
  -3%	-7%	-4	5	1	38	1%	-3%	-1%	21%
- Cc1ccc2nc(/C(C#N)=C/c3cn[nH]c3-c3ccc(F)cc3)[nH]c2c1
  -3%	?	0	-9	-13	9	1%	4%	-1%	14%
- O=C(COc1ccc2c(c1)CCC2)N1CCN(c2ccc(F)cc2)CC1
  1%	?	-3	-15	2	12	-1%	2%	4%	-3%
- COc1cc2c(cc1OC)C1O[C@](CCCCN3C(=O)c4ccccc4C3=O)(C2)OC2=C1C(=O)OC1(CCCCC1)C2
  -4%[9.22 µM]	/	i	/	/	/	0%[11.5 µM]	-3%[7.66 µM]	/	8%[15.4 µM]
- CCCCNC(=O)CSc1nc2ccccc2c(=O)n1Cc1ccc2c(c1)OCO2
  -1%	8%	4	-5	9	8	-3%	4%	7%	-4%
- COC(=O)/C(C#N)=C/c1c(Oc2cc(C)cc(C)c2)nc2c(C)cccn2c1=O
  2%	?	4	9	4	7	-10%	27%	0%[46.1 µM]	-20%
- CC1CCC(C(C)C)C2=C1C(C#N)(C#N)C(C#N)(C#N)C(c1ccccc1)N2 (centres undefined)
  -2%	?	0	-4	2	-5	7%	1%	-7%	-12%
- O=C(c1ccco1)N1CCN(C(=O)C2CC(c3ccc(Cl)cc3)=NO2)CC1 (centres undefined)
  0%	?	-2	-9	12	-5	-3%	-1%	-13%	-1%
- c1nc(NCc2ccc3c(c2)OCO3)c2cc(-c3ccoc3)ccc2n1
  6%	1.6µM*	/	/	/	-12&-27	5%&2%	3%&1%	3%	-18%&2%
- C=CCSc1nc2ccccc2n1Cc1nnc(-c2cccs2)o1
  25%	?	3	-11	1	-31	-1%	-1%	-1%	9%[15.4 µM]
- CCc1ncc(C)nc1CC
  -9%	14%	-3	-7	1	14	-16%	0%	5%	10%
- COc1ccc(C2=NS(=O)(=O)N(C)C(C(=O)N3CCCCC3)=C2)cc1OC
  0%	11%	2	4	0	-40	8%	0%	1%	1%
- CCOc1ccc(-c2c(C)n([O-])c3c([n+]2=O)CCCCC3)cc1
  1%	-2%	-3	-1	-1	1	0%	2%	-2%	1%
- CC(=O)Nc1ccc(S(=O)(=O)N2CCN(C(=O)Cc3ccccc3)CC2)cc1
  0%	?	-2	0	4	16	8%	2%	1%[46.1 µM]	-1%
- CCCCN(CC)C(=O)CSc1nc2ccccc2c(=O)n1CC1COc2ccccc2O1 (centres undefined)
  1%	?	7	/	0	-4	0%	-1%	-3%	9%
- Cc1ccc(NC(=O)C2CCN(C(=O)c3ccco3)CC2)cc1
  0%	1%	4	-85*	-20	-4	-4%	1%	1%	0%
- CCc1nc(NCCCN2CCOCC2)c2oc3ccccc3c2n1
  6%	?	24	9	14	0	5%	0%	4%	4%
- CC1=NOC(=O)/C1=C\c1ccc(-c2ccc(Br)cc2)o1
  -7%	-3%	3	-23	-7	29	-10%	9%	-1%	16%
- COc1ccc(CC(=O)NCc2ccc3c(c2)cc(C)n3C)cc1OC
  8%	?	?	11	1	5	3%	2%	0%	2%
- Cn1c(=O)oc2cc(S(=O)(=O)CCC(=O)N3CCN(c4ccccc4F)CC3)ccc21
  -3%	18%	13	21	4	13	4%	0%	-19%	-7%
- Cc1ccc2cc(NC(=O)c3ccccc3)ccc2n1
  4%	?	21	6	-9	-1	-10%	5%	-2%	2%
- Cc1cccc(-n2c(Cc3cc(=O)[nH]c(=O)[nH]3)nnc2SCC(=O)N2CCc3ccccc32)c1
  2%	-4%	-3	11	-15	0	17%	-4%	-4%	-14%
- Cc1ccccc1N1C(S)=C(C#N)C(=O)NC12CCCCC2
  1%	14%	-6	4	-17	31	/	2%	15%[46.1 µM]	0%
- CCOC(=O)c1ccc(NC(=O)C2CCCN(S(=O)(=O)c3cnc[nH]3)C2)cc1 (centres undefined)
  0%	-10%	0	10	-6	-11	-8%	-7%	-7%	-3%
- O=C(/C=C/c1cccc(C(F)(F)F)c1)OCC(=O)N1CCN(c2ccccc2)CC1
  /	14%	/	7	-4	4	-8%	0%	0%[46.1 µM]	-9%
- CC1Cc2nc(SCC(=O)NCc3ccco3)n(-c3ccccc3)c(=O)c2S1 (centres undefined)
  -1%	20%	-4	-4	3	0	1%	4%	0%[46.1 µM]	0%
- COc1ccc(CCC(=O)Nc2nnc(C(F)(F)F)s2)cc1
  2%	9%	3	-4	18	-1	3%	2%	0%	0%
- CC(NC(=O)COC(=O)/C=C/c1cccc(C(F)(F)F)c1)c1ccccc1 (centres undefined)
  -2%	1%	13	-28	-1	-4	0%	2%	9%[46.1 µM]	-2%
- O=C(NNc1cccc(Cl)n1)Nc1cccc(Cl)c1
  1%	?	1	1	-4	-7	0%	3%	/	-6%
- COc1ccc(C(=O)NCC(=O)N=Nc2c(O)n(Cc3ccccc3)c3ccccc23)cc1OC
  2%	?	-2	-12	-6	0	4%	2%	4%[46.1 µM]	-8%

Next section, starting with the last 2 of the part before.
Fields – Mito fusion act	ELG1 DNA repair	TRPV1 ag	KCNH2 3.1 block	KCNH2 WT inh	TSHR antag	A-T KAP1 phos	USP2a inh	TCR act	Eya2 phos inh
- O=C(NNc1cccc(Cl)n1)Nc1cccc(Cl)c1
  1%	?	1	1	-4	-7	0%	3%	/	-6%
- COc1ccc(C(=O)NCC(=O)N=Nc2c(O)n(Cc3ccccc3)c3ccccc23)cc1OC
  2%	?	-2	-12	-6	0	4%	2%	4%[46.1 µM]	-8%
- CCOC(=O)c1c(S(=O)(=O)NCC(=O)N2CCN(c3cccc(OC)c3)CC2)c(C)n(C)c1C
  -2%	-10%	1	7	-2	-8	-1%	-1%	1%	-4%
- CCC(C)NC(=O)CC(c1ccc(OC)cc1)n1cccc1 (centres undefined)
  3%	6%	0	2	-4	3	-2%	-1%	-4%	-12%
- COc1ccc(S(=O)(=O)N2CCOCC2)cc1NC(=O)c1ccc(-n2nc(C)cc2C)cc1
  4%	1%	-3	-9	2	14	7%	7%	4%	-11%
- O=C(CNc1n[nH]c(=O)[nH]c1=O)N/N=C/C=C/c1ccccc1
  2%	3%	0	-7	-9	4	13%	1%	1%	-2%
- CCOc1cc(C=O)ccc1OS(=O)(=O)c1ccc(NC(C)=O)cc1
  -5%	-1%	2	-10	5	-21	2%	3%	1%[46.1 µM]	1%
- COC(=O)C1=NN(c2ccccc2)C2(S1)S/C(=C\c1ccccc1)C(=O)N2c1ccccc1 (centres undefined)
  0%	1%	3	-8	-2	-8	0%	5%	3%	1%
- CS(=O)(=O)c1ccc2nc(NC(=O)c3ccc(Cl)nc3)sc2c1
  -3%	-2%	4	-10	-2	-15	0%	-3%	0%	-1%
- NNC(=O)c1ccc(Cn2cc(Cl)cn2)cc1
  16%	?	3	-15	-1	-6	0%	2%	-1%[46.1 µM]	-10%
- CCCN1C(=O)/C(=C/c2ccc(N3CCOCC3)cc2)NC1=S
  5%	-22%	?	-14	-16	-33	0%	18%	7%	19%
- CC(OC(=O)C1CC1C)C(=O)Nc1ncc(Cl)cc1Cl (centres undefined)
  0%	0%	-1	3	-33	0	-8%	1%	3%	4%
- Cc1cc(C)nc(NS(=O)(=O)c2cccs2)c1
  -19%	-5%	0	5	8	-4	1%	2%	2%[46.1 µM]	2%
